# Screening data as filed in PubChem BioAssay.
# ZTA counter: blocks Epstein-Barr virus ZTA, an EBNA-1 counter-screen; ZTA-DNA binding, fluorescence polarization; inhibition, % at 11 µM; hit rate 0.15% among 320,000; in the data active = inhibition above about 33%
# Target sequence (P03206 whole entry, looked up): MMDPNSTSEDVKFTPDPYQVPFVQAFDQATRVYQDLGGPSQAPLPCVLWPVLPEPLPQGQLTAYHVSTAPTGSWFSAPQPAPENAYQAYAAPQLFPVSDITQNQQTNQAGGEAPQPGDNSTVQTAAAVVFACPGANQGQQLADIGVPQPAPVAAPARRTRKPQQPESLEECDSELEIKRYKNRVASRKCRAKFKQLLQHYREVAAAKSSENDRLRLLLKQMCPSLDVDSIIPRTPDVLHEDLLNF
# EBNA-1 inhibitor: blocks EBNA-1 binding to DNA | EBNA-1 DNA binding, fluorescence polarization | inhibition, % at 14.8 µM | hit rate 0.34% among 300,000 | AID 1950; in the data active = inhibition above about 28%
# Efflux pump inh: blocks antifungal efflux pumps in multiplex yeast assay | S. cerevisiae Candida pump triplex, Nile Red efflux | AID 485275 | inhibition, % at 10 µM | hit rate 0.44% among 330,000;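 active = plate passing quality check with inhibition over a set limit, or well fluorescence over plate mean plus 4 SD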;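 note: Nile Red retained in pooled yeast measured as flow cytometry median fluorescence; 0% = buffer negative control and 100% = Enniatin B positive control; higher means more Nile Red kept so more efflux inhibition; some compounds called inactive have numbers as strong as hits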
# Fh CTSL1 inh: blocks F. hepatica cathepsin L1 in PFM18AAP counter-screen | AID 1906 | hit rate 0.49% among 300,000 | recombinant F. hepatica cathepsin L1, Z-Leu-Arg-MCA fluorescence | inhibition, % at 5.96 µM;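 active = inhibition above the mean of all tested compounds plus 3 SD, set per screening campaign, cut at about 17% in these data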;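 note: 0% = plate median of test compound wells and 100% = 1 µM Z-Phe-Ala-diazomethylketone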
# TPT1 inhibitor: C. albicans TPT1 enzyme inhibition | recombinant caTPT1, FP RNA substrate dephosphorylation | inhibition, % at 5 µM | hit rate 0.81% among 300,000;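 active = inhibition above the mean of all tested compounds plus 3 SD, set per screening campaign, cut at about 24% in these data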;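 note: plate controls were DMSO alone for no effect and ferristatin control at 100 nM for full effect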
# PP5 inh: PP5 (human) phosphatase inhibition; P53041; purified PP5c, OMFP substrate fluorescence; inhibition, % at 6.7 µM; hit rate 0.18% among 320,000; AID 1987;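 active = inhibition above the campaign's mean inhibition across all tested compounds plus 3 SD, cut at about 9.5% in these data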;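 note: 0% = DMSO only and 100% = 100 µM cantharidin control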
# PREPL inh: inhibits the human prolyl oligopeptidase-like enzyme; hit rate 0.68% among 320,000; inhibition, % at 5.96 µM; AID 2751; Q4J6C6; recombinant PREPL, fluorescence polarization activity-based probe; in the data active = inhibition above about 43%;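 note: 0% = enzyme with DMSO and 100% = wells lacking enzyme; many of its hits are not listed in these tables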
# core dimer inh: HCV core protein dimerization inhibition. hit rate 0.33% among 300,000. TR-FRET GST/Flag-core106 dimerization, 1536-well. inhibition, % at 5 µM. AID 1899;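 active = inhibition above the mean of all tested compounds plus 3 SD, set per screening campaign, cut at about 45% in these data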
#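 Assay system: tagged HCV core106 pair (GST and Flag); medium: KF-containing HEPES buffer, pH 7.45, DTT, CHAPS, BSA; also added: Eu donor and XL665 acceptor anti-tag antibodies; dosing: 5 µM single dose; timing: compound-protein-antibody incubation 4 h at 22.5 °C; signal: TR-FRET 671 and 617 nm emission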
# PP1 inh: counter-screen for PP5 inhibitors: inhibitors of human PP1-alpha. P62136. purified PP1alpha, OMFP fluorescence. inhibition, % at 6.7 µM. hit rate 0.9% among 320,000. AID 2235;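 active = inhibition above the mean inhibition of all tested compounds plus 3 SD, computed separately for each screening campaign, cut at about 15% in these data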
# Target sequence (P62136 whole entry, looked up): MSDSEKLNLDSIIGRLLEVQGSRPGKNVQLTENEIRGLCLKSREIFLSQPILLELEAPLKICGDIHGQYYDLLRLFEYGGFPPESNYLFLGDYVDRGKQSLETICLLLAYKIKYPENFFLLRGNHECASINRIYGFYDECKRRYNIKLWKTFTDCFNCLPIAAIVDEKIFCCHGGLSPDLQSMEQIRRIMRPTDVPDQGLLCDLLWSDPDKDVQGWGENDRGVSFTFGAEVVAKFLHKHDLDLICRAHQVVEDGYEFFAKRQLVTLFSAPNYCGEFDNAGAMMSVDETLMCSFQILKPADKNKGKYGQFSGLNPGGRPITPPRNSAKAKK
# Starred values were filed as active, the others as inactive; / = not tested or not shown. This is a subset; the hit share may differ from the screen's.
# Every second line gives: ZTA counter | EBNA-1 inhibitor | Efflux pump inh | Fh CTSL1 inh | TPT1 inhibitor | PP5 inh | PREPL inh | core dimer inh | PP1 inh
> COC(=O)C1=C(C(=O)OC)[C@@H]2N(Cc3ccccc3)c3ccccc3[C@@]23C[C@@H](C(=O)OC)N(C(=O)C2CCC2)C3=N1
→ 6 | 1 | 0.0 | 2 | -5 | 0.3 | 3 | 14 | -2
> COc1ccccc1N(C)S(=O)(=O)c1ccc(Cl)c(C(=O)Nc2ccncc2)c1
→ -22 | -9 | -0.1 | -6 | -2 | 1.4 | 14 | -5 | -2
> Cc1cccc(OCCCN2CCCCCC2)c1
→ 2 | -4 | 0.0 | -2 | -1 | 1.9 | 4 | -4 | -3
> COc1ccc2oc(=O)c(C(=O)NCc3cccnc3)cc2c1
→ -8 | -2 | -0.2 | 3 | -2 | 4.0 | 5 | 2 | -6
> Cn1c(SCC(=O)N2CCCCC2)nc2c(c1=O)SCC2
→ -2 | 4 | 0.0 | 3 | -4 | 1.2 | 4 | 5 | 1
> Cc1nn(C(C)C(=O)NC2CCCCC2)c(=O)c2nn(-c3ccccc3)c(C)c12 (stereo not given)
→ -14 | 5 | 0.0 | -2 | -3 | 0.6 | 5 | 1 | -4
> COc1ccc(C(CNC(=O)COc2cccc(C(F)(F)F)c2)N2CCCC2)cc1 (stereo not given)
→ -8 | / | 0.0 | / | / | -0.5 | 4 | / | 3
> CCCN(CCC)C(=O)C1CC(=O)OC12CCOC(C)(C)C2 (stereo not given)
→ -5 | 12 | 0.1 | -3 | 4 | -3.6 | -1 | 1 | -5
> COC(=O)CC1SC(=O)NC1=Nc1cccc(C)c1 (stereo not given)
→ -7 | 4 | -0.2 | 0 | -5 | 2.0 | -7 | -4 | -2
> CCCCCCCCNC(=O)c1ccc(C)cc1
→ 7 | -1 | -0.1 | 6 | 37* | -1.8 | -9 | 3 | 0
> Cc1cccc(N2CCN(C(=O)c3cc(S(=O)(=O)N4CCOCC4)cn3C)CC2C)c1 (stereo not given)
→ 4 | 7 | -0.2 | -1 | -1 | 4.4 | 2 | -1 | -3
> O=c1c2c3nc4ccccc4nc3n(-c3ccc4c(c3)OCCO4)c2ncn1C1CCCC1
→ 1 | 5 | 0.3 | 0 | 1 | 1.4 | -2 | 4 | -3
> O=C(NC(=O)c1c(Cl)cccc1Cl)Nc1ccc(Oc2cccnc2)nc1
→ 5 | -6 | 0.0 | 1 | 1 | 2.0 | -6 | -7 | 0
> Cc1ccc(S(=O)(=O)NCC(=O)N(CC(=O)NCC2CCCO2)Cc2ccc(Cl)cc2)cc1 (stereo not given)
→ -5 | -10 | -0.3 | 5 | -2 | 0.9 | -2 | -18 | 0
> COC(=O)CSc1nc(C)cc(C)n1
→ -21 | -1 | -0.3 | -9 | -2 | 2.0 | -1 | 1 | -3
> CCn1cc(C(=O)NCC2CCCO2)c(=O)c2cc(S(=O)(=O)N(C)C)ccc21 (stereo not given)
→ -1 | -6 | 0.2 | -4 | 0 | 1.8 | 6 | 5 | -7
> CN(C)CCCNC(=O)c1ccc(=O)[nH]n1
→ -1 | -13 | 0.2 | -3 | -8 | -0.8 | -5 | -4 | -1
> COc1ccc(C(=O)Nc2ccc(NC(=O)c3cccs3)cc2)cc1Cl
→ -6 | 22 | 0.0 | 1 | 1 | 3.5 | -8 | 8 | 0
> O=C(NC(=S)N1CCN(c2ccc(Cl)cc2[N+](=O)[O-])CC1)c1ccco1
→ 1 | -2 | 0.2 | 3 | 2 | 3.2 | -1 | -1 | -3
> Cc1cccnc1NC(=O)C1CCN(S(=O)(=O)c2c(C)noc2/C=C/c2ccco2)CC1
→ 4 | 4 | 0.0 | 8 | 1 | 2.0 | 7 | 7 | 0
> O=[N+]([O-])c1cccc(-c2nc(-c3ccccn3)no2)c1
→ 4 | -5 | 0.0 | 0 | 1 | -1.1 | 0 | 0 | -3
> Cc1cccc2nc(CNC(=O)C3CCC(=O)N(Cc4ccccc4F)C3)cn12 (stereo not given)
→ -4 | -6 | 0.1 | 4 | -5 | -0.3 | 3 | -1 | -3
> O=C(NCCNC1CCN(Cc2ccccc2)CC1)c1cccs1
→ 0 | -1 | 0.0 | -2 | -5 | -0.5 | -7 | -2 | 3
> COCc1cc(=O)[nH]c(N2CCN(Cc3ccc4c(c3)OCO4)CC2)n1
→ 3 | -8 | 0.2 | 0 | 2 | -3.5 | 15 | -5 | 2
> CC(=O)c1ccc(-c2ccc(Cn3c(C)nc4cc(N)c(C)nc43)cc2)cc1
→ 3 | 1 | -0.1 | -2 | -2 | -0.1 | 12 | 1 | -1
> Cc1ccc(C(=O)NC(=S)Nc2ccccc2N2CCOCC2)cc1C
→ -6 | 5 | -0.1 | -2 | -2 | -0.1 | 3 | 6 | -2
> COc1ccc(F)c(CN2CCC(CO)(Cc3cccc(C(F)(F)F)c3)CC2)c1
→ -4 | -4 | 0.3 | -3 | 0 | 1.5 | 0 | -3 | 0
> CN(C)CCCn1c(SCC(=O)N2c3ccccc3Sc3ccccc32)nc2ccccc2c1=O
→ 21 | 3 | 0.0 | 7 | 5 | 1.3 | -43 | -6 | 3
> COc1ccc(N(CC(=O)N2CCCC2)S(=O)(=O)c2ccc(NC(C)=O)cc2)cc1
→ 10 | -10 | -0.2 | 1 | -1 | -1.1 | 5 | -5 | 6
> COc1ccc(NC2=C(NC(C)=O)C(=O)c3ccccc3C2=O)cc1
→ -9 | 0 | -0.1 | 10 | -7 | -0.3 | 18 | -47 | -6
> CS(=O)(=O)c1nc(S(=O)(=O)c2ccc(Cl)cc2)c(NCc2ccccn2)s1
→ -1 | 8 | -0.2 | 11 | 0 | 0.2 | 2 | 2 | -6
> O=C(CCN1C(=O)c2ccncc2C1=O)Nc1ccc(F)cc1
→ -6 | 2 | 0.1 | -2 | 0 | 2.0 | 16 | 3 | -2
> O=C(Nc1nccs1)C1CC(=O)N(CCc2ccc(F)cc2)C1 (stereo not given)
→ 4 | 7 | -0.1 | 6 | -3 | -0.5 | -2 | 6 | -3
> CC(C)C[C@@]12C(=O)N(c3cccc(Br)c3)C(=O)N1[C@H](c1ccc(Cl)cc1)[C@@H]1C(=O)N(C3CCCCC3)C(=O)[C@@H]12
→ 1 | 5 | 0.2 | -2 | -5 | 1.6 | -5 | 11 | -4
> OC(c1cccs1)c1nccc2ccccc12 (stereo not given)
→ -7 | -16 | 0.3 | -6 | -2 | 4.8 | 10 | 3 | 5
> CCOC(=O)c1sc(NC(=O)CSc2nc(-c3ccco3)cc(C(F)(F)F)n2)c(C#N)c1C
→ 3 | 17 | 0.0 | 2 | -2 | -0.8 | 4 | -5 | -4
> Cc1ccc(C)c(NC(=O)C2CC(O)CN2C(=O)Oc2ccccc2)c1 (stereo not given)
→ 7 | -4 | 0.0 | -1 | -3 | 1.1 | 5 | 3 | 0
> COc1cc(CN2CCc3ccc(NC(=O)CCc4ccccc4OC)cc3C2)ccc1O
→ 10 | 8 | -0.3 | 0 | 0 | 1.7 | -9 | -1 | 0
> COCCN(C(=S)Nc1ccc(C)cc1)C(C)c1cccnc1 (stereo not given)
→ 3 | -1 | 0.0 | -2 | 0 | 0.8 | 1 | 1 | -2
> CCCC(=O)Nc1sc(C)c(-c2ccc(C(C)CC)cc2)c1C#N (stereo not given)
→ -12 | -20 | 0.3 | 2 | 1 | 6.3 | 10 | 1 | -5
> Cc1c(NS(=O)(=O)c2cc(Br)cc3c2N(C(=O)C2CC2)CC3)c(=O)n(-c2ccccc2)n1C
→ 8 | 14 | 0.0 | 4 | -1 | -1.9 | -3 | 9 | -2
> CCCCC(=O)Nc1ccc(C)c(S(=O)(=O)N2CCCCCC2)c1
→ 1 | / | -0.1 | / | / | 1.2 | 1 | / | -1
> O=C(CSc1nnc(CNC(=O)c2cccs2)o1)Nc1cccc(Cl)c1
→ 6 | 0 | -0.1 | 1 | -3 | 2.9 | -3 | 3 | -2
> C=CCn1cnc2c(c1=O)c1nc3ccccc3nc1n2/N=C/c1cc(OC)c(OC)c(OC)c1
→ 13 | -3 | 0.1 | 0 | 3 | -1.4 | -10 | 5 | -3
> CCOc1cccc(CNc2ccc(O)cc2)c1OCc1ccccc1Cl
→ 10 | -6 | 0.0 | -4 | 5 | 7.8 | 30 | -2 | 4
> COc1ccc(NC(=S)N/N=C/c2cccn2Cc2ccc(F)cc2)cc1
→ 3 | 4 | 0.2 | 1 | -3 | 2.8 | 3 | 18 | 3
> CCOC(=O)c1ccccc1NC(=O)c1ccc(NS(C)(=O)=O)cc1
→ 0 | 0 | 0.1 | -1 | 1 | 4.2 | 14 | -6 | -5
> CN=C(NC)SC1CC(=O)N(c2ccccc2)C1=O (stereo not given)
→ 2 | 14 | 0.1 | 2 | 2 | -3.0 | -6 | -3 | -2
> COC(=O)c1sccc1N/C=C(\C#N)S(=O)(=O)C(C)(C)C
→ -1 | 0 | 0.2 | 2 | 5 | -1.6 | 5 | -1 | -3
> NC(=O)/C(N=Nc1ccccc1)=N/Nc1ccccc1
→ -3 | 0 | 0.0 | 2 | 3 | 2.3 | 17 | -23 | 4

# (more compounds)
# Every second line gives: ZTA counter | EBNA-1 inhibitor | Efflux pump inh | Fh CTSL1 inh | TPT1 inhibitor | PP5 inh | PREPL inh | core dimer inh | PP1 inh
> CN(CC(=O)Nc1ccc(Cl)c(C(F)(F)F)c1)C(=O)C1CSC2(C)CCC(=O)N12 (stereo not given)
→ 4 | 1 | -0.1 | 1 | -4 | -0.4 | 19 | 3 | -12
> COc1ccc(NC2=NC3(CCCCC3)N=C(N)N2)cc1
→ 7 | -12 | -0.1 | 1 | -5 | 3.2 | 2 | 0 | -1
> CCOc1c2ccc(C(=O)NCCCCc3ccccc3)cc2nn1CC
→ -15 | 1 | 0.2 | 5 | 0 | 3.5 | 23 | -4 | -2
> CN1C(=O)c2ccc(NC(=O)c3ccc(Cl)cc3Cl)cc2C1=O
→ 0 | 4 | -0.4 | -1 | -5 | -0.2 | 10 | 1 | -1
> Brc1ccc(-c2cnco2)cc1
→ 9 | 4 | -0.1 | 1 | -3 | -2.4 | 14 | -1 | -1
> O=C(NCc1ccccc1Cl)c1cnccn1
→ 2 | -1 | -0.1 | -1 | 1 | 1.3 | 3 | -2 | 1
> Cc1ccc(C)c(NC(=O)C(=O)NCc2ccccn2)c1
→ -14 | -4 | 0.1 | -1 | 1 | 1.6 | 7 | -2 | -7
> COn1c(-c2ccccc2)c(C=O)c2ccccc21
→ 3 | 4 | 0.1 | 1 | 4 | 4.8 | 10 | -4 | 0
> COc1ccc(CN2CCCC(N3CCc4ccccc4C3)C2)c(O)c1 (stereo not given)
→ 4 | -1 | -0.1 | 0 | 2 | 0.5 | 3 | -8 | 0
> COc1nc(-c2ccc3c(c2)OCO3)n(-c2ccc(NC(=O)CSc3ccccc3)cc2)n1
→ 7 | 5 | 0.0 | 2 | 0 | 5.8 | -20 | 19 | 6
> COc1cc(CCC(=O)OCC(=O)Nc2ccc(F)c(F)c2)cc(OC)c1OC
→ 0 | -6 | 0.2 | -11 | -2 | 0.0 | 5 | -5 | 0
> CCOc1ccccc1CN1CCNC(=O)C1CC(=O)NCc1cc(C)n(C)n1 (stereo not given)
→ -23 | -2 | -0.1 | -1 | -3 | -2.7 | 3 | -6 | -2
